EP2 mod: EP2 receptor (human) modulation; P43116; EP2-expressing cells, cAMP HTRF FRET, PGE2 co-stimulation; induction, % at 25 µM; hit rate 0.83% among 260,000; AID 940;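 active = compounds whose cAMP rise, as percent of the full-agonist control response, exceeds 60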;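 note: rat C6 glioma line stably carrying human EP2 under a CMV promoter; the protocol text gives 20 µM as final concentration; 100% = response of wells given 1 µM PGE2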
Target sequence (P43116 whole entry, looked up): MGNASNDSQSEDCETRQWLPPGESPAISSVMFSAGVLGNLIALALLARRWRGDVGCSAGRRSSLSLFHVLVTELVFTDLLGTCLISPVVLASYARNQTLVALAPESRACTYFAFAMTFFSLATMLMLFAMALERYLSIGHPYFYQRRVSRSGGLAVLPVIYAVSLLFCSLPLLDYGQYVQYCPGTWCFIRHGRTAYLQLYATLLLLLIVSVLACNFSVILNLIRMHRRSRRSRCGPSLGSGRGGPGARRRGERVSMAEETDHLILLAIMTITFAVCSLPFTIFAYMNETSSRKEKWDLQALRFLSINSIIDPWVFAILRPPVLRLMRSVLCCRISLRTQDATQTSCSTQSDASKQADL
NPY-Y1 PAM-ag: potentiators or agonists of human neuropeptide Y receptor Y1; P25929; NPY-Y1 expressing cells, potentiator/agonist activation; activation, % at 3.6 µM; hit rate 0.37% among 220,000; AID 1304; in the data active = activation above about 33%, passing the limit was not always enough;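 note: cells stimulated with NPY at EC10 then isoproterenol at EC100; 0% = low agonist plus stimulus and 100% = saturating agonist plus stimulus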
Target sequence (P25929 whole entry, looked up): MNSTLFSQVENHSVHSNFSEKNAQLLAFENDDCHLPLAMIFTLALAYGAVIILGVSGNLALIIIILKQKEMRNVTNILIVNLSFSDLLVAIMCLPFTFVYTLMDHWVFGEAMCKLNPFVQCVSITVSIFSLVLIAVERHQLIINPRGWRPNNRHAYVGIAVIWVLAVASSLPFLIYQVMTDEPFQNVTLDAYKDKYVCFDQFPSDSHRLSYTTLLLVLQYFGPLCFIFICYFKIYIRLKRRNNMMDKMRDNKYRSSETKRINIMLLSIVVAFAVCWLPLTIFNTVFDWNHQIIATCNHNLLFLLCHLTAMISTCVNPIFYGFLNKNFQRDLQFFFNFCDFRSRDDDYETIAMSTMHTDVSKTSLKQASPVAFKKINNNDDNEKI
NPY-Y1 antag: blocks the human neuropeptide Y Y1 receptor; P25929; HEK293-CNG Y1 cells, membrane potential fluorescence; NPY at EC95, then isoproterenol; inhibition, % at 3.6 µM; hit rate 1% among 200,000;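 active = inhibition above the campaign mean inhibition of all tested compounds plus 3 SD, cut at about 20% in these data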;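 note: 0% = DMSO wells given NPY plus isoproterenol and 100% = isoproterenol alone without NPY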
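Material: HEK293 Y1/CNG channel cell line; also added: NPY (25 nM), isoproterenol (1 µM), Ro 20-1724 (25 µM); doses: one concentration, 3.6 µM, in 0.4% DMSO; schedule: compound incubation 1 h at room temperature, readout 45 min post-stimulation; technique: membrane potential fluorescence; measure: fluorescence ratio normalized to % inhibition between controls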
EP2 antag: blocks the human prostaglandin E2 receptor EP2; P43116; C6 glioma cells expressing human EP2, cAMP TR-FRET; cells stimulated with saturating PGE2; inhibition, % at 25 µM; hit rate 0.52% among 260,000; AID 1422;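 active = percent inhibition above 40 after rounding to a whole number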;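 note: rat C6 glioma host cells with rolipram phosphodiesterase inhibitor present; the protocol text gives 20 µM as final concentration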
CHOP inhibitor: CHOP inhibition in unfolded protein response; CHO-K1 CHOP-promoter luciferase, tunicamycin-induced, 15-18 h; inhibition, % at 10 µM; hit rate 3.8% among 220,000; AID 2732;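 active = compounds that reduced the stress-induced luciferase reporter signal by more than about 70% of percent inhibition, limit read from the data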;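 note: 0% = tunicamycin plus vehicle and 100% = wells without tunicamycin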
PPC-1+TRAIL kill: PPC-1 cancer cell killing with TRAIL present | PPC-1 cells + TRAIL, ATPLite viability luminescence | cell killing (% activity), % at 4 µM | hit rate 0.41% among 220,000 | AID 1443;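 active = cell killing above 50% in the first pass at 4 µM, then a duplicate retest at 5 µM averaging 50% or more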;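 note: plate controls were cells with TRAIL plus DMSO for no effect and medium-only wells lacking cells for full effect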
14-3-3 Bad inh: disrupts binding of bovine 14-3-3 zeta to phospho-Bad peptide | hit rate 0.71% among 220,000 | TR-FRET 14-3-3zeta/Dy647-pBad peptide displacement, 1 h | P63103 | AID 781 | inhibition, % at 21.7 µM;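 active = inhibition above about 70%, limit read from the data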;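 note: 0% = full 14-3-3 plus peptide FRET controls and 100% = background without 14-3-3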
Target sequence (P63103 whole entry, looked up): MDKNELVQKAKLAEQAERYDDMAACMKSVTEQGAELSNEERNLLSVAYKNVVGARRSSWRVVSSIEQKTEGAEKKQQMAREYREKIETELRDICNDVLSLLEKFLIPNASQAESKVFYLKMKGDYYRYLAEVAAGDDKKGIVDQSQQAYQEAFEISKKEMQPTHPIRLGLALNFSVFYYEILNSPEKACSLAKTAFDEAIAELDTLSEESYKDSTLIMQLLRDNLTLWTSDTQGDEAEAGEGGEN
TRPML3 agonist: human mucolipin-3 channel agonism; Q8TDD5; HEK293 TRPML3-YFP, Fluo-8 calcium fluorescence; 100% = the carbachol control signal; activation, % at 3 µM; hit rate 0.29% among 220,000; AID 1448;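 active = activation above its plate's cutoff, the mean activation of the plate's test wells plus 3 SD, cut at about 12% in these data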;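 note: 0% = DMSO only wells and 100% = carbachol wells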
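Material: HEK293 cells stably carrying human TRPML3-YFP; compound dosing: single dose, 3 µM final nominal compound, 0.3% DMSO final; incubation: 1-h 37 °C dye load, 5-s basal, 120-s post-compound reads; technique: Fluo-8 intracellular calcium fluorescence, excitation 470-495 nm, emission 515-575 nm; read-out basis: percent activation from peak-to-basal fluorescence ratio, scaled between DMSO and carbachol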
TRPN1 ag: activates the zebrafish TRPN1 channel. activation, % at 3 µM. HEK293 zebrafish TRPN1-YFP, Fluo-8 calcium fluorescence; 100% = response to 87 µM carbachol. hit rate 0.18% among 220,000. AID 1424;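 active = activation above its plate's cutoff, the mean activation of test wells on that plate plus 3 SD, cut at about 19% in these data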;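 note: 0% = DMSO alone and 100% = 87 µM carbachol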
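System: zebrafish TRPN1-YFP in HEK293 cells / Dosing: 3 µM single point / Timing: dye loading 1 h at 37 °C, then 30 min room temperature / Signal: Fluo-8 calcium fluorescence, excitation 470-495 nm, emission 515-575 nm / Read-out basis: percent activation from peak over basal fluorescence ratio, control-normalized / Control set: high carbachol 87 µM, low DMSO alone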
* = called active by the depositor; / = not tested or not shown; & = joins results of further samples; [ ] = remark or other dose. Some of the compounds tested; the hit share may differ from the screen's.

SMILES | EP2 mod | NPY-Y1 PAM-ag | NPY-Y1 antag | EP2 antag | CHOP inhibitor | PPC-1+TRAIL kill | 14-3-3 Bad inh | TRPML3 agonist | TRPN1 ag
COc1cccc(-c2cc(C(F)(F)F)n3ncc(S(=O)(=O)c4ccccc4)c3n2)c1 | 14 | -10 | -1 | 5 | 46 | 18 | 8[fluorescence artefact?] | 0.5 | 0.1
CCOC(=O)C1=C(C)NC2=C(C(=O)CC(C)(C)C2)C1c1ccsc1 (centres undefined) | 2 | -2 | 1 | 9 | -5 | 17 | 8 | -0.1 | -1.6
COc1cc(C(=O)N/N=C2\CCS(=O)(=O)c3ccc(F)cc32)cc(OC)c1OC | 16 | -15 | 5 | 13 | 73* | 19 | -6[fluorescence artefact?] | 1.3 | 1.7
COc1ccc(Nc2nc(N)nc(CSC(=S)N3CCCCC3C)n2)cc1 (centres undefined) | 16 | 4 | / | 12 | 2 | 4 | -8 | 0.4 | -2.4
O=C(c1[nH]ncc1-c1ccccc1)C1CO1 (centres undefined) | 1 | 18 | / | 0 | -14 | 2 | -2 | 0.1 | -1.1
COc1ccccc1C(=O)N(CN1CCCC1=O)c1cccc(Cl)c1 | 30 | 18 | 2 | 3 | 34 | 6 | 35 | 0.1 | 0.8
CCn1c(C)[n+](CC(O)COCC2CC=CCC2)c2ccccc21 (centres undefined) | 24 | -10 | -1 | 7 | 31 | 4 | 14[fluorescence artefact?] | 0.5 | -1.3
CC(C)(C)C(=O)N1CCN(c2ccc([N+](=O)[O-])c(-n3nc(-c4ccccc4)c4ccccc4c3=O)c2)CC1 | 29 | 2 | -1 | 9 | 27 | 21 | -2 | -0.6 | 0.3
CCn1c(C(=O)N2CCC(Cc3ccccc3)CC2)cc2sccc21 | -6 | 1 | 7 | 7 | 28 | -1 | 8[fluorescence artefact?] | -0.1 | -0.8
COc1ccc(C(=S)N2CCN(c3cccc(Cl)c3)CC2)cc1 | -34&-19 | -3&-24 | / | 10&8 | -5&-3 | 17&-19 | 14&3 | -0.3&0.7 | -1.3&-1.3
COc1ccc(C(=S)Nc2ccc(N(C)C)cc2)cc1 | -32 | 6 | 2 | 6 | -11 | 32 | -12[fluorescence artefact?] | -0.1 | 0.7
CCCCCC(=O)N1CC2(CC(c3cccc(NC(=O)CC(c4ccccc4)c4ccccc4)c3)=NO2)C[C@@H]1C(N)=O (some centres undefined) | 6 | / | / | 19 | 15 | 7 | -3 | / | /
COc1ccc2oc(C)c(C(N)=O)c2c1 | -18 | -8 | 2 | 7 | 4 | 4 | -10 | 0.3 | 0.9
CCOC(=O)C1=C(N)N2C(=O)C(C)SC2=C(C(=O)OC)C1c1ccccc1OC (centres undefined) | 88* | 10 | 3 | 7 | 82* | -8 | -1 | 0.1 | -0.1
COc1ccccc1-c1cc(C(=O)NCCc2ccccc2)no1 | -24 | -21 | 8 | 7 | 7 | 25 | 14 | -0.8 | -1.4
C=CCNC(=S)NC(CC(=O)OC)c1ccc2c(c1)OCO2 (centres undefined) | -25 | -1 | 1 | 1 | -1 | -13 | -11 | -0.2 | 0.6
Cc1c(C(=O)C(=O)N2CCCc3ccccc32)c2ccccc2n1C | 15 | 0 | -1 | 7 | 20 | 14 | 2 | 0.5 | 1.4
CCOC(=O)C1(CC)NC(c2ccc(OC)cc2OC)C2C(=O)N(C)C(=O)C21 (centres undefined) | 7 | -1 | 2 | 3 | 17 | -8 | -5 | -0.4 | -0.1
CCOC(=O)C1=C(CN2CCN(c3ccc(F)cc3)CC2)NC(=O)NC1c1cccs1 (centres undefined) | 28 | 8 | 5 | 10 | 55 | 9 | 1 | -1.3 | -3.1
CCOC(=O)C1(Cc2ccc(OC)cc2)CCN(C(=O)CN2CCCCC2=O)CC1 | -14 | 9 | 4 | 2 | -6 | 13 | -12 | 3.4 | 0.2
O=C(O)C1CCCCC1C(=O)Nc1ccc2c(c1)OCCO2 (centres undefined) | -14 | -2 | -1 | 17 | -6 | 3 | 9 | 0.1 | 0.3
COCCOC(=O)/C(C#N)=C/c1cn(Cc2ccccc2)nc1-c1cccnc1 | 6 | -7 | -1 | 9 | 36 | 13 | -7 | 0.7 | 0.8
CO/N=C/c1c(-c2ccc(Cl)cc2)nc2cc(C)ccn12 | 15 | -20 | 5 | 3 | 36 | -16 | -3 | 1.1 | -1.7
CCCN1C(=O)/C(=C/c2ccc(C)o2)SC1=Nc1ccc(OC)cc1 | 31 | 5 | 5 | 8 | 26 | -3 | -9 | -0.5 | 1.6
Cc1cccc(-c2cc(C(=O)NCCCn3ccnc3)c3ccccc3n2)c1 | -16 | -44 | 9 | 16 | 13 | 8 | -3 | -0.3 | -0.1
Cc1cc2c(C)nc(-c3ccccc3)nc2o1 | 10 | -78 | 6 | 10 | 59 | 16 | 3 | 0.2 | -0.4
Cc1cc(C)nc(Nc2n[nH]c(-c3ccc(C(C)(C)C)cc3)n2)n1 | -18 | 9 | 1 | 1 | 77* | 35 | -14 | 1.2 | 3.0
OCCCCNc1cccc2ccccc12 | -8 | -7 | 3 | 5 | 10 | 10 | -14 | -0.6 | -0.5
CCC(C)NC(=O)C1=CCN(S(=O)(=O)c2ccc(C)cc2)CC1 (centres undefined) | -16 | 10 | / | 6 | 8 | 1 | 1 | 0.5 | 0.2
CCOC(=O)Cn1c(=O)c2c(nc3n2CCCCN3c2ccc(C)cc2)n(C)c1=O | 14 | 21 | -4 | 8 | 13 | 32 | 4 | 0.5 | -0.2
COc1ccc(Nc2ccc([N+](=O)[O-])cc2[N+](=O)[O-])cc1 | -33 | 8 | 2 | 8 | 15 | 3 | -10 | -0.6 | -3.1
CC(=O)NCCC(=O)Nc1ccc(C(N)=O)cc1 | 13 | 7 | 2 | 6 | -4 | 29 | -12 | 0.0 | 1.2
Cc1noc(/C=C/c2ccco2)c1S(=O)(=O)N1CCC(C(=O)NCc2ccco2)CC1 | -60 | -6 | 0 | 4 | 3 | 6 | 1 | 0.1 | 0.1
NNC(=O)Cn1c(SCc2ccccc2)nc2ccccc21 | 7 | -11 | -4 | 4 | -17 | 2 | 15 | 0.4 | -0.8
O=C(NC(=S)Nc1ccc(CN2CCCCC2)cc1)c1cc2ccccc2o1 | -15 | -63 | / | 9 | -43 | 27 | 5 | 0.8 | -0.1
NS(=O)(=O)c1ccc(CCNc2ncnc3c2c(-c2ccccc2)cn3-c2ccc(F)cc2)cc1 | 6 | 105* | -6 | 11 | 75* | 20 | 0 | 0.4 | -0.9
COc1ccc(N2CCN(C(=O)CCNS(=O)(=O)c3cccs3)CC2)cc1 | -5 | 5 | 10 | 18 | 15 | -18 | 14 | 0.8 | -0.7
COC(=O)CCc1c(C)c(C#N)c2nc3ccccc3n2c1N1CCCC1 | 17 | -22 | 3 | 6 | -5 | 2 | / | -0.2 | -0.9
S=C(NC1CCCCC1)N1CCN(C/C=C/c2ccccc2)CC1 | -36 | 4 | -1 | 9 | 26 | 15 | -3[fluorescence artefact?] | 1.3 | 2.4
CCCCn1c(CCNC(=O)CC)nc2ccccc21 | 17 | -5 | 0 | 12 | 4 | 18 | 10 | -0.1 | 0.6
CC(=O)Nc1ccc([C@H]2[C@H](C)CC[C@H]3C(=O)N4[C@@H](CC[C@@H](C)[C@@H]4c4ccc(NC(C)=O)cc4)C(=O)N32)cc1 | 3 | 12 | -1 | / | -7 | 9 | -9 | 0.2 | 0.9
CN(/N=C/c1cccnc1)C1=NS(=O)(=O)c2ccccc21 | 0 | -5 | 3 | 5 | 0 | 14 | 8 | 0.5 | -1.2
COc1ccc(/C=N/Nc2nnc(-c3ccccc3)c(=O)[nH]2)cc1 | 6 | -3 | 3 | 6 | -73 | 11 | -3 | 0.0 | -0.6
Cc1ccc(NC(=O)COC(=O)CCC(=O)c2cccs2)cc1 | 17 | -26 | -3 | 8 | 5 | 32 | 2[fluorescence artefact?] | -0.1 | -0.2
Nc1nc(Cn2nnc(-c3ccccc3Cl)n2)nc(N2CCOCC2)n1 | 3 | 14 | 0 | 6 | 31 | -28 | -6 | -0.3 | 0.2
CCC(=O)Nc1nc2nc(-c3ccccc3)cc(=O)n2[nH]1 | 13 | 20 | / | 5 | -2 | 2 | 7 | 1.5 | 2.1
COC(=O)c1[nH]c2ccccc2c1NC(=O)Oc1ccccc1 | -42 | -2 | -6 | 10 | -5 | -1 | -9 | 0.6 | 1.4
O=C(CN1CCN(S(=O)(=O)c2ccc(Br)cc2)CC1)Nc1ccccc1C(=O)c1ccccc1 | 13 | -4 | -4 | 2 | 4 | 26 | 0 | 0.5 | 1.2
CCCC(=O)Nc1nc2ccc(OCC)cc2s1 | -9 | -11 | 2 | 7 | 9 | 0 | -5 | 0.1 | 0.3
O=C(N/N=C1\CCc2ccccc21)c1ccccc1Cl | -10 | 0 | 8 | 9 | -16 | 22 | -7 | 0.7 | -0.2
CCOc1ccccc1NC(=O)C1CCC(CNc2c(N3CCCCC3)c(=O)c2=O)CC1 (centres undefined) | 12 | -6 | / | 10 | -3 | -11 | -3 | 0.8 | -1.1
O=C(OC(C(=O)Nc1ccc(Cl)cc1C(F)(F)F)c1ccccc1)c1c(Cl)cccc1Cl (centres undefined) | 25 | -26 | 7 | 4 | 29 | 14 | 0[fluorescence artefact?] | 0.8 | 1.1
COc1cc(C(=O)NC(C)Cc2cccs2)cc(OC)c1OC (centres undefined) | -25 | 7 | 1 | 4 | 0 | 47 | -15 | -1.4 | -1.9
CCOCCCNC(=O)C(NC(=O)c1ccc2c(c1)OCO2)c1ccc(OC)cc1 (centres undefined) | -6 | 4 | 1 | 8 | -25 | 2 | 13 | 0.6 | -0.2
CC1CN(c2nnnn2-c2ccccc2)CC(C)O1 (centres undefined) | -5 | 3 | 3 | 14 | -9 | 5 | 4 | 0.7 | 0.1
COc1cc2c(cc1OC)CN(C(=O)c1ccc(S(=O)(=O)N3CCCC3)cc1)CC2 | 22 | 4 | / | 6 | -1 | 0 | 7 | 0.2 | -0.1

Source: PubChem
